zfTRPN1 agonist: zebrafish TRPN1 channel agonists, primary screen, cell-based, HEK293, calcium fluorescence; transient receptor potential cation channel N1 (TRPN1/NompC), Danio rerio; 0.18% of 220,000 active; HEK293 zebrafish TRPN1-YFP, Fluo-8 calcium fluorescence; 100% = response to 87 µM carbachol; AID 1424, 2008; activation, % at 3 µM;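 active = activation above its plate's cutoff, the mean activation of test wells on that plate plus 3 SD, cut at about 19% in these data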;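 also: 0% = DMSO alone and 100% = 87 µM carbachol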
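Assay system: Zebrafish TRPN1-YFP in HEK293 cells | Incubation: Dye loading 1 h at 37 °C, then 30 min room temperature | Measured by: Kinetic Fluo-8 fluorescence, ex 470-495, em 515-575 nm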
NCF1 inh: p47phox/p22phox peptide binding inhibitors, primary screen, biochemical, uHTS, NADPH oxidase regulatory subunit | 0.53% of 220,000 active | inhibition, % at 24.7 µM | fluorescence polarization, 2 h | Neutrophil cytosol factor 1 (Homo sapiens), P14598;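 active = inhibition above about 30%, limit read from the data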;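 also: 0% = p47phox with labelled peptide and 100% = labelled peptide alone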
Runt-SMMHC FRET: inhibitors of RUNX1 Runt–CBFb-SMMHC binding, primary screen, biochemical, FRET, Cerulean-Runt, Venus-CBFb-SMMHC, uHTS | inhibition, % at 20 µM | Cerulean-Runt/Venus-CBFb-SMMHC FRET ratio 530/480, 1 h | Runt-related transcription factor 1 (Homo sapiens) + Core-binding factor subunit beta … | 0.74% of 220,000 active;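 active = mean inhibition across duplicate retests at 20 µM reaching about 50%, limit read from the data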;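 also: 0% = DMSO wells and 100% = wells with excess untagged CBFb-SMMHC; inhibitors lower the FRET ratio by blocking Runt binding to CBFb-SMMHC; some results filed as inactive read as strong as hits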
TNF necrop inh: inhibitors of TNF-alpha triggered necroptosis, primary screen, cell-based, Jurkat FADD-/-, single concentration; Jurkat FADD-/- TNF necroptosis rescue, ATP luminescence, 24 h; 0 = TNF only, 100 = no-TNF cells; activation (protection from cell death), % at 10 µM; 0.068% of 220,000 active; AID 463075, 2010;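 active = activation, meaning protection from cell death, of at least 50% relative to plate controls; inactive = activation below 50%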;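 also: necroptosis triggered by 40 ng/mL TNF-alpha added together with compound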
TRPML3 agonist: human TRPML3 channel agonists, primary screen, cell-based, HEK293 TRPML3-YFP, Fluo-8 calcium fluorescence, 3 µM; AID 1448, 2008; Mucolipin-3 (Homo sapiens), Q8TDD5; 100% = the carbachol control signal; 0.29% of 220,000 active; activation, % at 3 µM;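 active = activation above its plate's cutoff, the mean activation of the plate's test wells plus 3 SD, cut at about 12% in these data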;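 also: 0% = DMSO only wells and 100% = carbachol wells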
Target sequence (Q8TDD5 whole entry, looked up): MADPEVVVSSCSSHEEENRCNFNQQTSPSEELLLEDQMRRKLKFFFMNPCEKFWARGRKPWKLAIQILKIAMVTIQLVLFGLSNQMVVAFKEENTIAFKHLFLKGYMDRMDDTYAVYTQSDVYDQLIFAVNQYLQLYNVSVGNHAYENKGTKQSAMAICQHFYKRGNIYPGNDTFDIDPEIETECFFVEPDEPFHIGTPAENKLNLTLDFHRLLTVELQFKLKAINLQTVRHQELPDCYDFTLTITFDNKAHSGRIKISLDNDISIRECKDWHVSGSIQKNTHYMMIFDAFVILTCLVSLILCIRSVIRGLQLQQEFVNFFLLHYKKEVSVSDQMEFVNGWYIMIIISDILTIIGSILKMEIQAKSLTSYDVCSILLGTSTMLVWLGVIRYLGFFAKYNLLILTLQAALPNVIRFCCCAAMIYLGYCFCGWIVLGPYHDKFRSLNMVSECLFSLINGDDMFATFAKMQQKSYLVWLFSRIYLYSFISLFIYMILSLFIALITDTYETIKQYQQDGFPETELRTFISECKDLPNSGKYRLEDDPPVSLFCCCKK
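Material: HEK293 cells stably carrying human TRPML3-YFP; compound dosing: single dose, 3 µM final nominal compound, 0.3% DMSO final; incubation: 1-h 37 °C dye load, 5-s basal, 120-s post-compound reads; technique: Fluo-8 intracellular calcium fluorescence, excitation 470-495 nm, emission 515-575 nm; read-out basis: percent activation from peak-to-basal fluorescence ratio, scaled between DMSO and carbachol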
CHOP inhibitor: inhibitors of CHOP promoter induction, primary screen, cell-based, unfolded protein response, luciferase reporter; CHO-K1 CHOP-promoter luciferase, tunicamycin-induced, 15-18 h; AID 2732, 2010; inhibition, % at 10 µM; 3.8% of 220,000 active;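 active = compounds that reduced the stress-induced luciferase reporter signal by more than about 70% of percent inhibition, limit read from the data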;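 also: 0% = tunicamycin plus vehicle and 100% = wells without tunicamycin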
PPC-1+TRAIL kill: compounds killing PPC-1 cancer cells with TRAIL present, primary screen, TRAIL potentiator project, ATPLite luminescence, uHTS | PPC-1 cells + TRAIL, ATPLite viability luminescence | cell killing (% activity), % at 4 µM | 0.41% of 220,000 active;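 active = cell killing above 50% in the first pass at 4 µM, then a duplicate retest at 5 µM averaging 50% or more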;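 also: plate controls were cells with TRAIL plus DMSO for no effect and medium-only wells lacking cells for full effect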
EBV gp42 inh: Epstein-Barr virus gp42 inhibitors, primary screen, biochemical, uHTS, fluorescence polarization | Glycoprotein 42 (Epstein-Barr virus (strain AG876)), Q1HVG2 | Fluorescence polarization binding assay, mP read-out | inhibition, % (tested at 21.74 µM) | 0.42% of 220,000 active; in the data active = inhibition above about 50%
Mdm2 ligase inh: MDM2-luciferase reporter signal enhancers, primary screen, MDM2 E3 ligase inhibitor project, cell-based, luminescence, 1536-well | signal enhancement, % at 5 µM | cell-based MDM2 ubiquitination luciferase reporter, 2 h; 0 = plate control, 100 = twice control, blank-subtracted | 0.11% of 210,000 active | E3 ubiquitin-protein ligase Mdm2 (Homo sapiens), Q00987;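 active = signal enhancement of 30% or more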;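 also: luminescence tracks abundance of the self-degrading MDM2-luciferase fusion protein; higher signal means inhibition of MDM2 E3 ligase activity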
Target sequence (Q00987 whole entry, looked up, the tested form may be a part): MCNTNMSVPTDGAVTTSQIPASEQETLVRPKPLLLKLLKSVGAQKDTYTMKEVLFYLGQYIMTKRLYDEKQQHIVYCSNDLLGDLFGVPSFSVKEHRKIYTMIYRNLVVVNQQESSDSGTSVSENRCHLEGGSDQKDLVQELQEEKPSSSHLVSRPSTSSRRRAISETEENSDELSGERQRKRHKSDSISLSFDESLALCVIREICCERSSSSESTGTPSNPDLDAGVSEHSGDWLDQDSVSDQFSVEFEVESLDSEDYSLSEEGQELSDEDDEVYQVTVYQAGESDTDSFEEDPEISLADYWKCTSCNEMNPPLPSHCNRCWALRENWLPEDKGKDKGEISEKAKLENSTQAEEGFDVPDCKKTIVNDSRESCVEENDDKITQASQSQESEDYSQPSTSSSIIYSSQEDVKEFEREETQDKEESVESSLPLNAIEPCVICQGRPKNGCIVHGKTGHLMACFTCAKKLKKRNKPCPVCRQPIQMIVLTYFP
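Material: Stable MDM2–luciferase fusion reporter cells | Amount: 2000 cells seeded into each well | Dosing: One concentration, 5 µM, with 0.2% DMSO | Incubation: 4 h cell settling then 2 h compound exposure, 37 °C | Measured by: Luciferase luminescence | Read-out basis: % enhancement relative to plate controls after blank subtraction | Benchmarks: Control and blank well means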
* marks the source's active call; other numbers are inactive results; x = not tested or not shown; [ ] = dose if it differs, or a comment.

SMILES	zfTRPN1 agonist	NCF1 inh	Runt-SMMHC FRET	TNF necrop inh	TRPML3 agonist	CHOP inhibitor	PPC-1+TRAIL kill	EBV gp42 inh	Mdm2 ligase inh
COc1ccc(Cl)cc1NC(=O)COC(=O)CCNC(C)=O	1.2	-6	2	1.7	0.6	8	7	-25	4
CCn1cc(C(=O)NCC2CCCO2)c2cc(OC)c(OC)cc2c1=O (configuration not stated)	0.9	4	2	-0.6	0.2	7	8	-9	2
CSc1ncccc1C(=O)OCC(=O)NC(=O)NCCC(C)C	0.2	-8	0	0.9	-0.5	55	15	-8	4
Cc1cc(C(=O)COC(=O)c2cccnc2Cl)c(C)n1CC1CCCO1 (configuration not stated)	5.1	3	2	-1.9	2.8	80*	79*[5 µM]	-8	-78
O=C(CSCc1ccccc1Cl)N1CCN(c2ccccn2)CC1	-0.1	-14	0	0.5	0.6	23	33	-9	0
CC(C)c1ccc(OCC(=O)Nc2cccc(C(=O)Nc3ccccc3C(=O)O)c2)cc1	0.1	-36	-11	0.7	0.2	29	32	17	-2
CCN(CC)c1ccc(C(=S)NC2CCCCC2)cc1	-1.0	-5	22	2.1	-0.7	10	3	2	-6
COC(=O)[C@H](CC(C)C)NC(=O)Nc1ccccc1F	-0.8	-14	2	1.4	1.0	18	31	-4	3
N#Cc1nc(-c2ccccc2F)oc1N1CCCC1	2.4	-12	-4	-2.1	1.1	10	7	-11	-10
COc1ccc(C2=NOC(C(=O)NCc3cccs3)C2)cc1OC (configuration not stated)	0.4	-8	0	-6.8	0.7	x	5	-1	-3
Cc1cccc(NC(=O)c2ccc(-n3cccn3)c([N+](=O)[O-])c2)c1	0.6	3	-3	0.3	-0.1	-60	24	-7	-2
CCOC(=O)C1CCCN(Cc2sccc2C)C1 (configuration not stated)	-0.2	-2	-1	3.5	0.4	-10	-5	-13	0
Cc1ccc(SCC(=O)NN2C(=O)c3ccccc3C2=O)cc1	-1.6	-6	-2	0.7	0.1	9	13	-7	-10
CCn1cc(C(=O)NCCC2=CCCCC2)c(=O)c2cc(S(=O)(=O)N(C)C)ccc21	6.1	4	-8	-0.3	0.8	-10	x	2	-15
CCOC(=O)Cn1c(=O)cc(C)c2cccc(C)c21	0.3	-4	-2	-0.6	-0.3	19	-3	-5	-10
COc1ccc(-c2noc(C3CCCN(S(=O)(=O)c4cccc(Cl)c4)C3)n2)cc1OC (configuration not stated)	1.8	1	-3	-0.1	0.3	14	4	-12	-7
COc1cccc(NC(=O)c2oc3ccccc3c2NC(=O)C(C)(C)C)c1	-1.8	-14	-3	0.9	-1.1	57	14	-3	-3
CCOC(=O)C1=C(O)/C(=C\c2ccc(OC)c(OC)c2)N=C1C	-0.1	-21	-7	-0.3	0.0	-5	11	-14	-41
COCCNC(=O)c1onc(CSc2ccc(Cl)cc2)c1C(=O)O	0.9	-9	2	-0.7	0.1	12	15	-13	-7
Cc1ccc(OCc2ccc(C(=O)Nc3c(C)nn(Cc4c(F)c(F)c(F)c(F)c4F)c3C)o2)c([N+](=O)[O-])c1	-1.3	-16	2	-14	-0.4	60	7	-13	-14
CC(C)(C)c1ccc(-c2nc(N)nc(N)n2)cc1	-2.2	-3	-4	-2.1	-0.3	2	15	-14	-14
COc1ccc(OC)c(N2C(=O)C(Cl)=C(N3CCOCC3)C2=O)c1	1.7	-4	24	1.4	0.8	-6	-3	-12	-7
CSCCC(NC(=O)c1ccc(Cl)cc1)C(=O)NC(C)(C)C (configuration not stated)	-1.1	-4	2	-2.5	-0.6	31	23	-25	-15
NC(=O)c1c(NC(=O)COC(=O)CSc2nnc(-c3ccc(Cl)cc3)o2)sc2c1CCC2	5.7	-44	-5	-0.4	1.7	-5	45	-27	6
C=CCn1c(NCCOC)nc2c1c(=O)n(C)c(=O)n2C	1.2	-9	-1	0.7	-0.4	-15	25	-16	-14
New compounds follow.
SMILES	zfTRPN1 agonist	NCF1 inh	Runt-SMMHC FRET	TNF necrop inh	TRPML3 agonist	CHOP inhibitor	PPC-1+TRAIL kill	EBV gp42 inh	Mdm2 ligase inh
C=CCN=C1SCC(=O)N1S(=O)(=O)c1ccc(C)cc1	1.0	-7	1	-1.6	0.7	-17	-2	-4	-67
Clc1cccc(-c2nc(NCc3cccnc3)c3ccccc3n2)c1	1.0	-7	2	-2.9	0.9	28	-12	-4	1
COc1ccc(/C=C(/NC(=O)c2cccs2)C(=O)N2CCOCC2)cc1OC	0.1	-5	-2	0.4	0.0	-4	12	-21	-20
Cc1nc2cc(C)c(C)cc2s1	1.8	-6	-1	0.0	1.3	0	6	-8	-12
Cc1cccc(NC(=S)NCc2ccco2)n1	-2.1	-3	44	-1.2	0.4	15	27	-17	-15
COc1ccccc1-n1c(SCC(=O)Nc2ccc(C)cc2)nc(O)cc1=O	1.0	-14	1	0.4	0.6	-16	2	-4	-14
Cc1ccccc1OCC(O)CN1CCN(c2ccc(Cl)cc2)CC1 (configuration not stated)	0.2	7	34	0.6	0.6	82*	18	2	x
O=C(CSc1nnc(CN2CCOCC2)n1-c1ccccc1)N1CCc2ccccc21	-0.5	-10	2	-0.3	0.3	16	-19	-5	-8
COc1cc(NC(=O)COC(=O)c2ccccc2F)cc(OC)c1	0.2	-3	2	1.8	1.3	6	16	-9	-14
Cc1ccc(N2C(=O)C(CC(=O)Nc3cccc(F)c3)N(CCc3ccncc3)C2=O)cc1 (configuration not stated)	1.6	-11	2	1.5	1.0	-2	10	-18	1
Cc1ccc(NC(=S)N(CCN2CCCCC2)Cc2ccco2)cc1Cl	-0.3	-3	6	1.6	-0.2	18	-22	-14	-4
O=C(CCC(=O)N1CCN(c2ccc(F)cc2)CC1)c1ccc(F)cc1	0.8	8	0	8.2	0.5	11	5	-3	-7
CCSc1nnc(NC(=O)C2CC(=O)N(Cc3ccccc3)C2)s1 (configuration not stated)	1.2	x	-1	0.0	1.1	17	18	-9	-8
CCCn1c(=O)c(C(=O)NCC2CCCO2)c(O)c2ccccc21 (configuration not stated)	-0.1	-13	-2	-1.0	0.1	-3	-1	-18	x
CN(C)c1ccc(NC(=O)CN2CCN(S(=O)(=O)c3cc(Cl)ccc3Cl)CC2)cc1	-0.4	-10	2	2.1	0.3	6	22	-15	-4
O=C(c1ccccc1)c1ccc2c(c1)OCCCO2	-1.9	0	-6	1.7	-0.3	-9	9	68*	-21
Cc1cc(-c2nnc(SCC(=O)Nc3ccccc3C(F)(F)F)o2)c(C)n1-c1ccccc1	4.9	-10	-6	0.3	2.6	0	13	-5	-14
CCCNC(=O)c1c(N)n(-c2cccc(OC)c2)c2nc3ccccc3nc12	0.9	-16	-20	-4.7	0.4	89*	-23	5	-16
CCSc1nc2c(cnn2-c2ccc(C)c(C)c2)c(=O)[nH]1	1.1	11	-1	-2.1	0.3	-7	24	-12	-15
Cc1ccc(N)c(C(O)(C(F)(F)F)C(F)(F)F)c1	2.2	-8	4	0.3	0.6	23	5	-9	-9
COC(=O)c1c(SCC(=O)Nc2ccc(C)cc2)nc(=O)[nH]c1C	-0.9	-15	2	0.3	0.1	5	7	-5	17
O=C1CC(c2ccccc2Cl)=NN(c2ncnc3ccccc23)C1=O	3.2	-39	50	-0.2	2.1	-14	3	-13	-5
Cc1ccc(N=Cc2c(O)n(-c3ccc4c(c3)OCO4)c(=O)c3ccccc23)cc1	-1.2	28	-51	-5.2	0.3	102*	0	-1	-14
COc1ccccc1NC(=O)Cn1c(CN2CCCCC2)nc2ccccc2c1=O	-0.6	-1	-2	-2.8	-0.3	7	11	-3	-8
O=C(Nc1ccc(N2CCCC(O)C2)cc1)c1snc2c(=O)[nH]cnc12 (configuration not stated)	0.5	-10	-2	-2.9	0.1	4	47	-13	-6
CCc1nn(-c2ccccc2)c2c1-c1cc(OC)c(OC)cc1C1(N2)C(=O)Nc2ccccc21 (configuration not stated)	0.0	-11	0	1.4	0.1	27	17	-8	-2
Cc1ccccc1-n1c(N)c(C(=O)Nc2ccc(F)cc2)sc1=S	0.6	-4	4	0.9	0.3	-23	-2	-4	1
CCN(Cc1ccccc1)C(=O)COC(=O)c1cc(=O)[nH]c2ccccc12	0.7	-2	-4	-1.4	0.3	-10	26	3	-6
CC(C)CNc1cc(=O)n(C)c(=O)n1C	-1.2	-2	-6	-1.4	0.7	-30	7	-1	-3

Given in CSV form: entries from further up.
compound,zfTRPN1 agonist,NCF1 inh,Runt-SMMHC FRET,TNF necrop inh,TRPML3 agonist,CHOP inhibitor,PPC-1+TRAIL kill,EBV gp42 inh,Mdm2 ligase inh
Cc1nc2cc(C)c(C)cc2s1,1.8,-6,-1,0.0,1.3,0,6,-8,-12
Cc1cccc(NC(=S)NCc2ccco2)n1,-2.1,-3,44,-1.2,0.4,15,27,-17,-15
COc1ccccc1-n1c(SCC(=O)Nc2ccc(C)cc2)nc(O)cc1=O,1.0,-14,1,0.4,0.6,-16,2,-4,-14
Cc1ccccc1OCC(O)CN1CCN(c2ccc(Cl)cc2)CC1 (configuration not stated),0.2,7,34,0.6,0.6,82*,18,2,x
O=C(CSc1nnc(CN2CCOCC2)n1-c1ccccc1)N1CCc2ccccc21,-0.5,-10,2,-0.3,0.3,16,-19,-5,-8
COc1cc(NC(=O)COC(=O)c2ccccc2F)cc(OC)c1,0.2,-3,2,1.8,1.3,6,16,-9,-14

With a hit mark in EBV gp42 inh (from the list above):
SMILES | NCF1 inh | Runt-SMMHC FRET | TRPML3 agonist | CHOP inhibitor | EBV gp42 inh
O=C(c1ccccc1)c1ccc2c(c1)OCCCO2 | 0 | -6 | -0.3 | -9 | 68*

Screening results: PubChem, several laboratories
